Arrestin-AP2 inh = inhibitors of human beta-arrestin and AP2 interaction; inhibition, % at 10 µM; AID 504490; 340,000 tested, 0.31% active; FITC-arrestin peptide / GST-AP2 beads, flow cytometry; AP2 beta2 appendage carries R879A mutation;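 active = inhibition above a set limit, near 3 SD of compounds lacking own fluorescence, cut at about 54% in these data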;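 note: plate controls were DMSO wells for no effect and 5 µM unlabelled arrestin peptide for full effect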
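System: GST-AP2 R879A glutathione beads. Medium: PBS with 0.05% Tween 20 and 0.1% BSA. Also added: FITC-arrestin peptide, 50 nM. Incubation: 12 min plus 1 h, RT. Measured by: high-throughput flow cytometry of beads, ex 488, em 535 nm. Evaluation: percent drop in bead-associated FITC signal.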
phage Ecoli inh = E. coli growth loss with phage present; growth absorbance; inhibition, % at 11.9 µM; 360,000 tested, 0.26% active; AID 651602; in the data active = inhibition above about 11%
Ecoli viability = reduces bacterial viability in AddAB counter-screen; E. coli V3065 growth, OD600 absorbance, 18 h; inhibition, % at 11.9 µM; 330,000 tested, 0.27% active; AID 449728;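 active = inhibition above the campaign's mean inhibition across all tested compounds plus 3 SD, cut at about 9.9% in these data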;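 note: uninfected addAB+ strain grown without phage in ampicillin broth; 0% = DMSO wells and 100% = ciprofloxacin 0.95 µg/ml wells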
MOR-DOR ag = agonists of human mu-delta opioid receptor heterodimerization. P35372+P41143. cells, OPRM1-OPRD1 heterodimerization, luminescence. activation, % at 9.3 µM. 340,000 tested, 0.3% active; in the data active = activation above about 18%;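 note: 0% = vehicle-treated cells and 100% = reference agonist; values of inactives mirror those of a sister screen read the other way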
Target sequence (P35372 whole entry, looked up): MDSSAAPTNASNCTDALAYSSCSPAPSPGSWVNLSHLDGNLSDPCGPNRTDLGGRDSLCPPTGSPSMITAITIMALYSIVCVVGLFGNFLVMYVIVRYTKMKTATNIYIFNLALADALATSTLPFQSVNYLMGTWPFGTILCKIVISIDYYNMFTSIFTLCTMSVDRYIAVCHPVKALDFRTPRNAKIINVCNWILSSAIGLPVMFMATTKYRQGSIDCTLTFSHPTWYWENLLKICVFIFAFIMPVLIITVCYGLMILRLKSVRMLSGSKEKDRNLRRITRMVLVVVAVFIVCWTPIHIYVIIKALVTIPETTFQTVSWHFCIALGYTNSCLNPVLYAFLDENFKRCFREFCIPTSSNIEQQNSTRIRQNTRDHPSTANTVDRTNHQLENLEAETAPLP
Target sequence (P41143 whole entry, looked up): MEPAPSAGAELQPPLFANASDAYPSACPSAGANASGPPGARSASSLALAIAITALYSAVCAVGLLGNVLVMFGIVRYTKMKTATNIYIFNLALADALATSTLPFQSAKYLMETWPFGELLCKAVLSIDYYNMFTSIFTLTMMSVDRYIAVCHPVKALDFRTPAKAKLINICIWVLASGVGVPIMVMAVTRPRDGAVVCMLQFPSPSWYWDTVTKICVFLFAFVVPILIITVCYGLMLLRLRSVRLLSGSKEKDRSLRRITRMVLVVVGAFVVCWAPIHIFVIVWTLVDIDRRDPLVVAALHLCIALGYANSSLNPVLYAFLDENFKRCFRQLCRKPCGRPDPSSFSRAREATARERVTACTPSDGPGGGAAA
MOR-DOR inv ag = inverse agonists of human mu-delta opioid receptor heterodimerization; cell-based MOR-DOR heterodimer luminescence, inverse agonism; inhibition, % at 9.3 µM; 340,000 tested, 0.21% active; AID 504357; in the data active = inhibition above about 22%, passing the limit was not always enough;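 note: 0% = cells with DMSO and 100% = wells without cells with DMSO; values of inactives mirror those of a sister screen read the other way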
PKA-R1A activ = activates the PKA-R1A holoenzyme complex; AID 504707; activation, % at 11.4 µM; PKA-R1A dissociation, Cy5-IP20 fluorescence polarization; scaled: DMSO 0%, 113 µM cGMP 100%; P00514+P68181; 340,000 tested, 0.083% active;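 active = percent activation above the mean of all tested compounds plus 3 SD, cut at about 19% in these data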;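 note: higher means more PKAc released from R1A so a rise in polarization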
Pemphigus Ab inh = human desmoglein-3 autoantibody binding inhibition | binding (percent of control), % at 10 µM | 310,000 tested, 0.48% active | DSG3-coupled beads, scFv-anti-DSG3-GFP binding, flow cytometry; hits give low values | P32926 | AID 588358;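 active = binding more than 3 SD below its plate's average and above zero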;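 note: hits lower antibody fragment binding to DSG3; some compounds called inactive have numbers as strong as hits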
Tat export inh = blocks Tat-dependent protein export in E. coli | inhibition, % at 10 µM | 340,000 tested, 0.036% active | E. coli MC4100 TorA-mCherry Tat export, fluorescence;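 active = mean replicate inhibition at least 50% and at least half of replicates individually reaching 50%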;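 note: exported cargo escapes ClpAP degradation while cytoplasmic cargo is degraded and loses fluorescence; 0% = median of neutral control wells and 100% = median of NaSCN control wells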
AddAB inh = less growth of phage-infected E. coli with AddAB. E. coli expressing H. pylori AddAB, absorbance growth. inhibition, % at 11.9 µM. 330,000 tested, 0.29% active; in the data active = inhibition above about 12%;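 note: 0% = vehicle wells of infected cells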
Mot1-301 SUMO = inhibitors of SUMOylation pathway: yeast Mot1-301 growth rescue; growth rescue, % at 18.8 µM; 320,000 tested, 1% active; S. cerevisiae Mot1-301 growth rescue, ATP luminescence, 38.5C; percent above DMSO median, 100 means doubled;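 active = every valid replicate shows activation above 250% relative to neutral control wells; inactive = the rest, any valid replicate at or below 250%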;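 note: OY570 slx delta 5 strain wells were the positive control but not used for scaling; some compounds called inactive have numbers as strong as hits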
PfHsp90 yeast 2 = inhibits growth of yeast expressing Plasmodium falciparum Hsp90. 310,000 tested, 0.32% active. inhibition, % at 9.4 µM. AID 504621. S. cerevisiae expressing PfHsp90, BacTiter-Glo ATP, 48 h; yeast lacking PDR1 and PDR3 efflux regulators;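 active = every replicate shows inhibition above about 80%, whatever the replicate mean, limit read from the data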;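 note: 0% = DMSO neutral controls and 100% = 20 µM radicicol positive controls; yeast relying on Plasmodium falciparum Hsp90 in place of its own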
* marks the source's active call; other numbers are inactive results; i = inactive; x = not tested or not shown.

1) C[C@H](CO)N1C[C@H](C)[C@@H](CN(C)S(=O)(=O)c2cn(C)cn2)Oc2ccc(NC(=O)Nc3ccccc3)cc2C1=O
2) Cc1cc(C)cc(NC(=O)C(OC(=O)c2cc[n+]([O-])cc2)c2ccccc2)c1 (stereo not drawn)
3) CC(=O)c1ccc(N2CCC(C(=O)O)CC2)cc1
4) O=S1(=O)C=C(SCc2ccc(F)cc2)Nc2ccccc21
5) Cn1cccc1Cc1nnc(SCC(=O)Nc2cccc(F)c2)n1-c1ccc(F)cc1
6) O=C(O)Cc1cc2c(s1)CCCCC2
7) COc1ccccc1NC(=O)Cc1nnc(SCC(=O)Nc2ccccc2F)n1C
8) Cc1cc(C(=O)O/N=C(\N)c2ccncc2)ccc1[N+](=O)[O-]

| Compound | 1 | 2 | 3 | 4 | 5 | 6 | 7 | 8 |
| --- | --- | --- | --- | --- | --- | --- | --- | --- |
| Arrestin-AP2 inh | 5.9 | -1.8 | x | 12.7 | 12.1 | 7.7 | 3.0 | 13.0 |
| phage Ecoli inh | 1.8 | 5.3 | 2.3 | 3.0 | -1.1 | 0.5 | 2.0 | 2.9 |
| Ecoli viability | -0.3 | 2.5 | 3.2 | -0.6 | -2.6 | -1.1 | 0.3 | 1.5 |
| MOR-DOR ag | -0.8 | -2.7 | -1.1 | 2.3 | -2.6 | -0.8 | 0.6 | 3.2 |
| MOR-DOR inv ag | 4.2 | 10.7 | 7.8 | -12.4 | 12.9 | 4.7 | -2.9 | -15.9 |
| PKA-R1A activ | -6.9 | -5.8 | -3.0 | 7.5 | -3.7 | 11.5 | -2.6 | 11.4 |
| Pemphigus Ab inh | 101.2 | x | 90.4 | 107.9 | 110.2 | 100.8 | 100.8 | 108.3 |
| Tat export inh | 1.9 | 1.7 | 3.2 | -5.3 | -7.6 | -5.7 | -9.0 | 3.4 |
| AddAB inh | 1.9 | 0.4 | 0.0 | 3.2 | 0.8 | 0.5 | -2.5 | 0.7 |
| Mot1-301 SUMO | 3.1 | 15.9 | i | 71.7 | -4.6 | 7.7 | 1.5 | -11.5 |
| PfHsp90 yeast 2 | 7.5 | -12.7 | 7.8 | -19.1 | -12.2 | 10.4 | -4.6 | -0.2 |

9) O=C(CN1CCN(c2ccccn2)CC1)Nc1nc2ccccc2s1
10) O=C(COc1ccc(Cl)cc1Cl)N(C1CCCCC1)C1CCS(=O)(=O)C1 (stereo not drawn)
11) N#Cc1c(NC(=O)CSc2ncn[nH]2)sc2c1CCCC2
12) O=C(/C=C/c1ccco1)N1CCN(S(=O)(=O)c2cccc([N+](=O)[O-])c2)CC1
13) Cc1ccnc(NC(=O)CCC(=O)N(CC(=O)NCCc2ccccc2)Cc2cccs2)c1
14) CCOc1ccc(NC(=O)C2CCC(C)(C(=O)O)C2(C)C)cc1 (stereo not drawn)
15) COc1ccccc1NS(=O)(=O)c1cc(C(=O)NCC(c2ccc(F)cc2)N2CCOCC2)ccc1C (stereo not drawn)
16) Cc1ccc(-c2nn(-c3ccccc3)cc2C2CC(c3cccs3)=NN2C(=O)CCC(=O)O)cc1 (stereo not drawn)

| Compound | 9 | 10 | 11 | 12 | 13 | 14 | 15 | 16 |
| --- | --- | --- | --- | --- | --- | --- | --- | --- |
| Arrestin-AP2 inh | -8.9 | -12.3 | 9.4 | -9.6 | -10.0 | 30.6 | 27.2 | -7.1 |
| phage Ecoli inh | 1.8 | 1.2 | 1.8 | 0.6 | 2.1 | 2.5 | -0.5 | -2.3 |
| Ecoli viability | -1.6 | -2.5 | -0.2 | 2.8 | -1.4 | 2.5 | -1.1 | -3.4 |
| MOR-DOR ag | -1.2 | 2.8 | -2.5 | 1.5 | 0.3 | -0.6 | 0.3 | -3.1 |
| MOR-DOR inv ag | 5.6 | -10.8 | 13.2 | -6.0 | -1.8 | 3.2 | -1.9 | 16.9 |
| PKA-R1A activ | -8.1 | -2.2 | -0.5 | -7.1 | 3.3 | -4.0 | 6.3 | -4.2 |
| Pemphigus Ab inh | 115.8 | 102.0 | 105.5 | x | 100.0 | 103.0 | 104.8 | 130.7 |
| Tat export inh | 3.3 | -4.5 | 2.8 | 4.5 | 6.1 | -0.5 | 5.9 | -4.4 |
| AddAB inh | -2.6 | -1.1 | -0.6 | 1.9 | 3.4 | 1.2 | -1.3 | 0.3 |
| Mot1-301 SUMO | 10.0 | -8.9 | -16.2 | 9.6 | -2.5 | -14.4 | 1.3 | 9.7 |
| PfHsp90 yeast 2 | 6.1 | 5.9 | 7.6 | x | 6.5 | 26.2 | 14.5 | 19.7 |

Among those listed so far, 5 contain a halogen.
4) O=S1(=O)C=C(SCc2ccc(F)cc2)Nc2ccccc21
5) Cn1cccc1Cc1nnc(SCC(=O)Nc2cccc(F)c2)n1-c1ccc(F)cc1
7) COc1ccccc1NC(=O)Cc1nnc(SCC(=O)Nc2ccccc2F)n1C
10) O=C(COc1ccc(Cl)cc1Cl)N(C1CCCCC1)C1CCS(=O)(=O)C1 (stereo not drawn)
15) COc1ccccc1NS(=O)(=O)c1cc(C(=O)NCC(c2ccc(F)cc2)N2CCOCC2)ccc1C (stereo not drawn)

| Compound | 4 | 5 | 7 | 10 | 15 |
| --- | --- | --- | --- | --- | --- |
| Arrestin-AP2 inh | 12.7 | 12.1 | 3.0 | -12.3 | 27.2 |
| phage Ecoli inh | 3.0 | -1.1 | 2.0 | 1.2 | -0.5 |
| Ecoli viability | -0.6 | -2.6 | 0.3 | -2.5 | -1.1 |
| MOR-DOR ag | 2.3 | -2.6 | 0.6 | 2.8 | 0.3 |
| MOR-DOR inv ag | -12.4 | 12.9 | -2.9 | -10.8 | -1.9 |
| PKA-R1A activ | 7.5 | -3.7 | -2.6 | -2.2 | 6.3 |
| Pemphigus Ab inh | 107.9 | 110.2 | 100.8 | 102.0 | 104.8 |
| Tat export inh | -5.3 | -7.6 | -9.0 | -4.5 | 5.9 |
| AddAB inh | 3.2 | 0.8 | -2.5 | -1.1 | -1.3 |
| Mot1-301 SUMO | 71.7 | -4.6 | 1.5 | -8.9 | 1.3 |
| PfHsp90 yeast 2 | -19.1 | -12.2 | -4.6 | 5.9 | 14.5 |

(list continues)
17) CCOc1ccc(NC(=S)N(CCc2c(C)[nH]c3ccc(C)cc23)Cc2ccco2)cc1
18) CCC1(CC)SC(N)=NC1=O
19) CN(CC1CCCN(CCc2cccc(C(F)(F)F)c2)C1)C(=O)c1ccco1 (stereo not drawn)
20) CCC(=O)Nc1cccc(C2=NOC3(C2)C[C@@H](C(N)=O)N(C(=O)C2(C)CC2)C3)c1 (stereo partly drawn)
21) Cc1[nH]c(=O)c(Cc2ccccc2)c(O)c1C#N
22) O=C(Nc1cccc(C(F)(F)F)c1)c1c(O)c2ccccc2[nH]c1=O
23) Cc1cccc(N/N=C/c2ccc(C)s2)c1
24) O=C(NCC1CCCO1)c1csc(Nc2cccc3ccccc23)n1 (stereo not drawn)

| Compound | 17 | 18 | 19 | 20 | 21 | 22 | 23 | 24 |
| --- | --- | --- | --- | --- | --- | --- | --- | --- |
| Arrestin-AP2 inh | -7.2 | 8.7 | 12.4 | -1.8 | 19.4 | -2.2 | 5.2 | 21.3 |
| phage Ecoli inh | 2.2 | 1.0 | 1.7 | 2.5 | 2.0 | x | -3.2 | 1.1 |
| Ecoli viability | 0.2 | x | 2.9 | -1.6 | 0.8 | -1.1 | 1.9 | 0.8 |
| MOR-DOR ag | 8.2 | -1.8 | -1.6 | -2.1 | -3.3 | -2.4 | -2.8 | 1.7 |
| MOR-DOR inv ag | -42.5 | 9.3 | 8.8 | 11.4 | 16.5 | 13.2 | 13.1 | -8.4 |
| PKA-R1A activ | 3.2 | 0.6 | -6.3 | 8.1 | -0.8 | -5.1 | 0.2 | 15.2 |
| Pemphigus Ab inh | 102.8 | 94.8 | 110.0 | 102.1 | x | 114.0 | 88.5 | 97.7 |
| Tat export inh | 1.1 | 20.4 | 1.8 | -2.0 | 3.9 | 6.2 | -7.2 | -0.1 |
| AddAB inh | 1.9 | x | 3.9 | 2.3 | 2.0 | 2.5 | 2.6 | 3.4 |
| Mot1-301 SUMO | -1.2 | x | 2.3 | -19.9 | 11.5 | 2.4 | 34.4 | -2.9 |
| PfHsp90 yeast 2 | -2.0 | x | -5.3 | x | -3.5 | -21.3 | -12.7 | 11.9 |

Single entries from the list.
Tat export inh with Cc1cc(C)cc(NC(=O)C(OC(=O)c2cc[n+]([O-])cc2)c2ccccc2)c1 (stereo not drawn) stands at 1.7
Ecoli viability with O=C(O)Cc1cc2c(s1)CCCCC2 stands at -1.1

Source: PubChem
